High-throughput results: PubChem BioAssay, Southern Research Specialized Biocontainment Screening Center
tuberculosis growth: growth inhibition of non-replicating M. tuberculosis (AID 488890) | Mycobacterium tuberculosis non-replicating, growth inhibition; higher % means a stronger effect | inhibition, % at 25 µM; hits with a dose series show IC50 in µM | 320,000 tested, 0.39% active; in the data active = a potency from the dose series; inconclusive = inhibition mostly from about 82% at the one dose, without a potency; inactive = the rest, 99 in 100 with inhibition below about 76%;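 also: plate controls were DMSO cells for no effect and high antibiotic wells for full effect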
influenza NS1A: NS1A inhibition, H1N1 influenza, cell based functional assay (AID 504329) | 340,000 tested, 0.3% active | one-dose inhibition, % at 12.5 µM; IC50 in µM for titrated hits | NS1A functional cell-based assay, percent inhibition; higher % means a stronger effect; in the data active = a potency from the dose series; inconclusive = inhibition above about 27% without an active follow-up result; also: strong numbers were not always called active
M. tuberculosis HTS: M. tuberculosis growth inhibition, HTS (AID 449762); one-dose inhibition, % at 25 µM; IC50 in µM for titrated hits; M. tuberculosis H37Rv growth inhibition, 7H9 media; higher % means a stronger effect; 330,000 tested, 0.59% active; in the data active = a potency from the dose series; inconclusive = inhibition above about 70% without an active follow-up result;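 also: bacterial growth assessed after seven days of incubation; strong numbers were not always called active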
inhibitors of VEEV: inhibitors of VEEV TC-83 cytopathic effect, confirmation, Vero cells (AID 588727) | 350,000 tested, 0.13% active | inhibition, % at 20 µM, or IC50 in µM where a hit was titrated | Vero cells, VEEV TC-83 cytopathic effect inhibition; higher % means a stronger effect; in the data active = a potency from the dose series; inconclusive = inhibition mostly from about 14% at the one dose, without a potency; inactive = the rest, 99 in 100 with inhibition below about 12%; also: strong numbers were not always called active
PhoP GFP inhibition: Inhibition of PhoP regulon, Salmonella typhi GFP reporter cells, confirmation, 4 h (AID 1850); Salmonella Typhi PhoP-promoter GFP reporter, fluorescence, 4 h; higher % means a stronger effect; one-dose inhibition, % at 50 µM; IC50 in µM for titrated hits; 310,000 tested, 0.33% active; in the data active = a potency from the dose series; inconclusive = inhibition mostly from about 25% at the one dose, without a potency; inactive = the rest, 99 in 100 with inhibition below about 19%;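 also: 0% = induced wells with vehicle and 100% = uninduced wells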
inhibitors of VEEV 10K pilot screen: further read-out of inhibitors of VEEV, marked with its call; inhibition, %; measured here: 10K pilot screen inhibition
Starred values were filed as active, the others as inactive; i = inactive; ? = inconclusive; . = no result given; & = joins results of further samples.

SMILES	tuberculosis growth	influenza NS1A	M. tuberculosis HTS	inhibitors of VEEV	PhoP GFP inhibition	others
Cc1ccc(NC(=O)COc2ccccc2C(N)=O)cc1S(=O)(=O)N1CCCCCC1	35%	2%	-7%	7.5%	.
CCOC(=O)Cc1csc(NC(=O)c2cc(C)cc(C)c2)n1	29%	-4%	59%	1.1%	5%
CCOC(=O)c1c(C2CC2)csc1NC(=O)COC(=O)CCS(=O)(=O)c1ccc(C)cc1	44%	-6%	-8%	0.9%	-1%
Cc1cccc(-c2nsc(SCC(=O)Nc3nccs3)n2)c1	66%	-7%	15%	9.2%	-11%
CCCCNC(=S)Nc1ccc2cn[nH]c2c1	63%	23%	11µM*	10%	-2%
NC(=O)Cc1ccc(C(=O)c2ccc(Cl)cc2Cl)s1	39%	-4%	-2%	0.5%	0%
O=C(NC1CCCC1)C(c1cccs1)N(C(=O)c1ccno1)c1ccccc1 (stereo not given)	-2%	4%	-6%	0.5%	-5%&10%
CC1(C)CC(=O)C(C=NCCCO)=C(O)C1	-45%	-13%	-8%	1.0%	0%
CCCNC(=S)Nc1ccc2nc(-c3ccccn3)c(-c3ccccn3)nc2c1	20%	-3%	4%	i	-11%
Cc1csc(=O)n1CC(=O)OCC(=O)Nc1ccccc1C(C)C	12%	-14%	-3%	3.7%	.
CSC(=Nc1ccccc1)Nc1ccccc1	?	-4%	-3%	i	4%
Cc1ccc(N(C(C)C(=O)O)S(=O)(=O)c2cccnc2)cc1 (stereo not given)	0%	3%	-6%	2.4%	8%
CC1(C)CC[C@]2(C(=O)O)CC[C@]3(CO)C(=CCC4[C@@]5(C)C[C@H](O)[C@H](O)[C@@](C)(C(=O)O)C5CC[C@]43C)[C@@H]2C1 (stereo not given in full)	7%	-11%	3%	2.2%	.
COc1ccc(Br)cc1/C=N/Nc1ccc(Cl)c(C(=O)O)c1	-3%	8%	0%	1.0%	0%
N/C(=N\OC(=O)C(c1ccccc1)c1ccccc1)c1cccnc1	32%	-9%	6%	i	-8%
COc1cccc(C(C(=O)NC2CCCCC2)N(C(=O)c2cccs2)c2ccc3c(c2)OCO3)c1 (stereo not given)	15%	3%	1%	0.3%	-8%
Cc1[nH]c2ccccc2c1C(=O)C(=O)NCc1cccs1	0%	-3%	6%	2.8%	-7%
CC(=O)c1ccc(NC(=S)N2CC(C)CC(C)C2)cc1 (stereo not given)	-8%	0%	2%	0.1%	-6%
Cc1cc(SCC(=O)Nc2cccnc2Cl)nc2ccccc12	-1%	6%	6%	0.6%	-39%
C[C@H](CO)N1C[C@H](C)[C@@H](CN(C)C(=O)Nc2ccc3c(c2)OCO3)Oc2ccc(NS(=O)(=O)c3ccc(F)cc3)cc2C1=O	20%	4%	6%	i	.
c1ccc(OCCSc2nnc3sc4ccccc4n23)cc1	49%	0%	24%	i	7%
CC(=O)c1cccc(N(CC(=O)O)S(C)(=O)=O)c1	-4%	-4%	-11%	0.7%	1%
O=C(CSCc1ccc([N+](=O)[O-])cc1)NCCSCc1ccccc1	35%	-5%	44%	0.9%	-12%
COc1ccc(Cl)cc1NC(=O)CN(C)CC(=O)Nc1c(C)n(C)n(-c2ccccc2)c1=O	2%	-8%	7%	0.3%	.
O=C1CSC(=NC(=O)c2ccccc2)N1	-3%	0%	2%	1.1%	10%

Next part, starting with the last five of the part before.
SMILES	tuberculosis growth	influenza NS1A	M. tuberculosis HTS	inhibitors of VEEV	PhoP GFP inhibition	others
c1ccc(OCCSc2nnc3sc4ccccc4n23)cc1	49%	0%	24%	i	7%
CC(=O)c1cccc(N(CC(=O)O)S(C)(=O)=O)c1	-4%	-4%	-11%	0.7%	1%
O=C(CSCc1ccc([N+](=O)[O-])cc1)NCCSCc1ccccc1	35%	-5%	44%	0.9%	-12%
COc1ccc(Cl)cc1NC(=O)CN(C)CC(=O)Nc1c(C)n(C)n(-c2ccccc2)c1=O	2%	-8%	7%	0.3%	.
O=C1CSC(=NC(=O)c2ccccc2)N1	-3%	0%	2%	1.1%	10%
COc1cc(OC)c2ccc(=O)oc2c1C(CCN1CCCC(C)C1)c1ccc2c(c1)OCO2 (stereo not given)	39%	13%	5%	i	-15%	inhibitors of VEEV 10K pilot screen=0.0
Cn1c(-c2ccc(F)cc2)cnc1NCc1ccc(F)cc1F	.	-3%	.	1.3%	.
FC(F)(F)c1cnc(-c2cnc(-c3ccccn3)nc2)c(Cl)c1	78%	-13%	?	4.0%	5%
CN(C)c1ccc(/C=N/OC(=O)Nc2ccccc2Cl)cc1	13%	-7%	3%	0.4%	-4%
Cc1cc(Nc2cc(C)on2)n2ncnc2n1	0%	-11%	-16%	1.0%	0%
Cc1cc(C=O)c(C)n1C1CC1	1%	1%	-4%	i	12%
O=C(CSc1nc2ccccc2c(=O)n1-c1cccc(C(F)(F)F)c1)NC1CC1	13%	17%	-1%	3.2%	-4%
O=C(Nc1cccc(Cl)c1)Nc1ccon1	-4%	3%	-3%	4.1%	-6%
CN(C)C(=S)Nc1ccc(Cl)cc1	-19%	-18%	3%	i	-10%
Cc1ccccc1N=C/C=C1/C=C(c2ccccc2)OC(C)(C)O1	.	6%	0%	0.0%	15%
COc1cc(/C=C/C(=O)OC2CC3CCC2(C)C3(C)C)ccc1O (stereo not given)	?	-1%	45%	3.5%	2%
CCc1ccc(C(O)(CC)C(CN2CCOCC2)c2ccccc2)cc1 (stereo not given)	0%	-4%	14%	i	8%
CCCCCCn1cnc2c(c1=O)c1nc3ccccc3nc1n2/N=C/c1ccco1	.	16%	.	12%	.
O=C(c1ccco1)N1CCN(C(=O)c2ccc(-c3ccc(Cl)cc3)o2)CC1	50%	-17%	-2%	7.3%	.
Fc1ccc(-c2cnn3c(-c4cccs4)ccnc23)cc1	.	15%	.	0.8%	.
CC(C)(O)C(=O)N=Nc1c(O)[nH]c2ccccc12	-27%	-12%	-7%	4.0%	2%
O=C(COc1ccc(Cl)cc1)NCCS(=O)(=O)N1CCN(c2ccc(F)cc2)CC1	12%	7%	-5%	0.2%	3%
O=C(C1CCCCC1)N(CCN1CCCC1)c1nc2ccccc2s1	13%	4%	-9%	0.9%	-5%
Cc1c(C(=O)NCCN(C)C)oc2ccc(S(=O)(=O)N3CCC4(CC3)OCCO4)cc12	-5%	9%	0%	1.6%	16%
CCN(CC)C(=O)c1ccc(NC(=O)COc2ccccc2F)cc1	8%	2%	4%	1.5%	-9%
CC(C)C(=O)Nc1ccccc1C(=O)OCC(=O)c1ccc2c(c1)OCCO2	33%	0%	10%	6.9%	4%
O=C(NC12CC3CC(CC(C3)C1)C2)C12CC3CC(C1)CC(n1cnc(Cl)n1)(C3)C2	6%	-2%	-7%	i	-5%
O=C(c1cnn2c(C(F)(F)F)cc(-c3ccco3)nc12)N1CCCCCC1	12%	-6%	3%	6.8%	-2%
CSc1ccccc1C(=O)NC1CCCC1	8%	-26%	4%	4.7%	0%
COc1ccc(-n2cnnc2SCC(=O)NC2CCCCC2)cc1	6%	1%	-13%	i	.

The last three compounds of the section before come first, to join the parts:
SMILES	tuberculosis growth	influenza NS1A	M. tuberculosis HTS	inhibitors of VEEV	PhoP GFP inhibition	others
O=C(c1cnn2c(C(F)(F)F)cc(-c3ccco3)nc12)N1CCCCCC1	12%	-6%	3%	6.8%	-2%
CSc1ccccc1C(=O)NC1CCCC1	8%	-26%	4%	4.7%	0%
COc1ccc(-n2cnnc2SCC(=O)NC2CCCCC2)cc1	6%	1%	-13%	i	.
O=C(O)c1ccc(COc2ccc3ccccc3c2/C=C2/NC(=O)N(Cc3ccc(F)cc3)C2=O)cc1	.	-6%	.	7.9%	.
COC(=O)C1C(O)=C(C(C)=Nc2cccc3ccccc23)C(=O)CC1(C)C (stereo not given)	3%	-14%	49%	0.5%	3%
COc1cc(/C=N/O)cc(Br)c1OCc1ccc(Cl)cc1	34%	-1%	45%	i	5%
CCOC(=O)Nc1ccc2c(c1)N(C(=O)CNC)c1ccccc1CC2	-3%	-8%	1%	i	-1%
CC(=O)c1ccc(Nc2cc(C)nc3c(C)cc(C)cc23)cc1	6%	-19%	34%	6.4%	7%
COc1ccc(CC(=O)Nc2ccc(C(=O)Nc3nccs3)cc2)cc1OC	.	2%	.	i	.
CCOc1ccc(C(=O)c2ccc([N+](=O)[O-])cc2Cl)cc1	15%	-5%	1%	i	-15%
OCC(Cl)CCl (stereo not given)	-4%	-21%	-1%	1.6%	.
Cn1cccc1C(=O)NNC(=O)COc1ccc(Br)cc1	-8%	-5%	-3%	1.7%	2%
O=C(NCC1CCCO1)C(c1ccc(F)cc1)N(CC1CCCO1)C(=O)c1ccc(-c2ccccc2)[nH]1 (stereo not given)	37%	2%	15%	5.7%	-2%
COc1ccccc1NS(=O)(=O)c1cc(NC(=O)CN2C(=O)NC3(CCCCC3)C2=O)ccc1C	.	-13%	.	i	.
COc1cccc(-c2cc(C(=O)NC3CC3)c3ccccc3n2)c1	2%	-4%	0%	7.6%	-8%
COc1ccc(NC(=O)c2ccccc2SC)cc1	18%	11%	8%	i	0%
FC(F)(F)c1cnc(Oc2ccc(-c3nnco3)cc2)c(Cl)c1	-9%	4%	-1%	4.7%	7%
Cc1ccc(C2=NN(S(C)(=O)=O)C(c3ccc4c(c3)OCO4)C2)cc1 (stereo not given)	10%	-3%	-7%	i	3%
Cc1cc(C)cc(N(CC(=O)NCC2CCCO2)C(=O)CCC(=O)Nc2nccs2)c1 (stereo not given)	-9%	8%	-9%	0.5%	13%
CCN=C(NCC)SC1CC(=O)N(c2ccc(F)cc2)C1=O (stereo not given)	7%	0%	-6%	1.2%	-15%
CCOc1ccc(Br)cc1S(=O)(=O)NC(=O)c1ccccc1	26%	-13%	-2%	1.1%	8%
CN(Cc1c(C(=O)N/N=C/c2ccccc2)nnn1-c1nonc1N)C1CCCCC1	5%	0%	-2%	i	-7%
CC1(C)CC(=O)C(C(N)=NC(=O)c2ccccc2)=C(O)C1	-6%	8%	-5%	1.5%	8%
CC(C)c1ccc(NC(=S)NN(c2ccccc2)c2ccccc2)cc1	-19%	-2%	-9%	2.5%	3%
COc1cccc(OC)c1C(=O)Nc1ccccc1C(=O)N1CCOCC1	-11%	-5%	-2%	2.1%	-1%
CC(C)c1nc2ccccc2c2nnc(SCC(=O)NCc3ccco3)n12	0%	0%	0%	3.6%	-3%
O=C(/C=C/c1ccc([N+](=O)[O-])cc1)OCC(=O)N1CCCCCC1	78%	5%	23%	i	.
Clc1ccc(Cn2ncc3c(N4CCCCC4)ncnc32)c(Cl)c1	0%	6%	3%	9.3%	4%

(more compounds)
SMILES	tuberculosis growth	influenza NS1A	M. tuberculosis HTS	inhibitors of VEEV	PhoP GFP inhibition	others
CCOc1ccc(-c2nnc3sc(COc4ccc(C)cc4)nn23)cc1	9%	6%	-8%	3.5%	-1%
Cc1ccc(Oc2ccc(S(=O)(=O)Nc3ccc(C(=O)O)cc3)cc2)cc1	33%	-5%	11%	2.8%	.
CCNc1nc(NCC)nc(N/N=C/c2ccc(O)c(O)c2)n1	-3%	-4%	4%	3.9%	2%
Cn1c(N)c(C(=O)COC(=O)CNC(=O)c2ccccc2)c(=O)n(C)c1=O	-12%	-3%	6%	0.0%	.
Cc1sc2ncnc(N3CCC(C(=O)Nc4ccc(C#N)cc4)CC3)c2c1C	24%	-2%	8%	1.1%	0%
CCNC(=S)N(CCN(C)C)Cc1cc2cc(OCC)ccc2[nH]c1=O	3%	3%	8%	1.0%	0%
Cc1cc([N+](=O)[O-])nn1CCCC(=O)Nc1cccnc1Cl	2%	3%	1%	2.2%	0%
Cc1c(C(=O)Nc2nccs2)sc2nc(-c3cccs3)cc(C(F)(F)F)c12	50%	-22%	?	i	-2%
CC#CC(=O)N1CCC(CCc2ccccc2)(C(=O)OCC)CC1	11%	-4%	0%	0.3%	5%
O=c1c2ccccc2nc(/C=C/c2ccccc2)n1CCCO	11%	-12%	3%	i	-6%
CCNC(=O)Nc1ccccc1C(=O)OC	-6%	1%	-4%	1.6%	3%
NNC(=O)CCN1CCN(Cc2ccccc2)CC1	-10%	-2%	-11%	i	-62%
O=C(CN1CCOCC1)NNC(=S)Nc1ccc(Cl)cc1	5%	-11%	2%	1.0%	-11%
Cc1cc(=O)oc(C)c1C(=O)NC1CC(C)(C)NC(C)(C)C1	0%	2%	6%	0.5%	3%
CCOC(=O)[C@H]1[C@H]2COc3ccc(Cl)cc3[C@@H]2N2C(=O)CN(Cc3ccccc3)C(=O)[C@@]12C	11%	-17%	-6%	4.3%	.
